STEP block – blocks human striatal-enriched tyrosine phosphatase. P54829. recombinant STEP, OMFP fluorogenic substrate, fluorescence. inhibition, % at 20 µM. 0.25% of 360,000 active. AID 588621;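 active = inhibition at 20 µM, scaled per plate between control wells, above about 37%, limit read from the data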;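 also: 0% = DMSO with enzyme and substrate and 100% = substrate only without enzyme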
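Test system: STEP tyrosine phosphatase / Reagent: OMFP at 25 µM / Doses: 20 µM, 1% DMSO / Read-out: percent inhibition scaled to no-enzyme and uninhibited-enzyme controls, plate-pattern corrected / Detection: FITC-channel fluorescence of OMFP product / Medium: Bis-Tris buffer pH 6.0, 2.5 mM DTT, 0.005% Tween 20 / Schedule: 20 min at room temperature, dark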
Scp1 inh – Scp-1 (human) phosphatase inhibition | inhibition, % at 20 µM | 0.88% of 340,000 active | Recombinant Scp1, phosphopeptide, malachite green phosphate absorbance;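 active = inhibition above about 50% at 20 µM, limit read from the data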;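 also: plate controls were DMSO wells with enzyme for no effect and wells lacking enzyme for full effect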
Target sequence (Q9GZU7 76-261 limits assumed): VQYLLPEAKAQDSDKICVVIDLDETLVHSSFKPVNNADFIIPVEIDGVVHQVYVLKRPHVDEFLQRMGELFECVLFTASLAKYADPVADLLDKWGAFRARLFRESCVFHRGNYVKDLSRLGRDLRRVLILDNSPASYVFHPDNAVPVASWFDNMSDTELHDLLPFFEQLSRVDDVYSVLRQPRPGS
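System: SCP-1 catalytic domain; Reagent: Phospho 17-mer peptide substrate; Doses: one concentration, 20 µM, with 1.0% DMSO; Incubation: 45 min room-temperature reaction, 5 min colour, 30 min stabiliser; Signal: Phosphate-binding colour reagent, absorbance read at 630 nm.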
Rpn11 block – inhibitors of human proteasome Rpn11; 0.59% of 360,000 active; calls only at 20 µM; O00487; AID 588493; human 26S proteasome, Ub4-pepOG fluorescence polarization; 20S core pre-blocked with epoxomicin;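 active = inhibition at 20 µM, scaled to each plate's controls, above about 33%, limit read from the data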
Rin1-Abl PPI inh – blocks binding of human Rin1 to Abl; 0.4% of 360,000 active; P00519+Q13671; TR-FRET Rin1/Abl binding, biochemical; inhibition, % at 7.35 µM; in the data active = inhibition above about 5%, passing the limit was not always enough
DNMT1 block – inhibitors of human DNMT1 | DNMT1 molecular beacon, Hinp1I cleavage, fluorescence | inhibition (reported as % activation of signal), % at 10 µM | 0.83% of 360,000 active; in the data active = inhibition above about 50%
CSN inh – inhibitors of human CSN-mediated cullin deneddylation. inhibition, % at 12.5 µM. AID 651999. Purified CSN, SCF-Nedd8-OG deneddylation, fluorescence polarization. 0.38% of 360,000 active;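 active = pattern-corrected inhibition above about 35%, with an unprinted fluorescence ratio check between 0.5 and 1.5, limit read from the data, passing the limit was not always enough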;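 also: 0% = enzyme with substrate and 100% = substrate without enzyme; some results filed as inactive read as strong as hits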
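Test system: purified human Csn5 enzyme expressed in HEK293T cells. Amount: 0.24 nM enzyme. Reagent: SCFSkp2-Nedd8OG substrate at 10 nM final. Schedule: 90 min incubation of compound, enzyme and substrate at room temperature. Detection: fluorescence polarization. Read-out: % inhibition of substrate cleavage by Csn5.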
NadD block – NadD (S. aureus) enzyme inhibition; purified NadD enzyme, colorimetric absorbance read-out; inhibition, % at 20 µM; 0.78% of 360,000 active; AID 602399; in the data active = inhibition above about 26%; also: some compounds past the cut are filed as inactive
LMPTP inh – LMPTP (human) inhibition | P24666 | recombinant LMPTP-A, OMFP fluorogenic substrate, fluorescence intensity | inhibition, % at 20 µM | 0.22% of 360,000 active | AID 651560;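 active = compounds that cut the enzyme signal by at least half of the control window in the single-dose screen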;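 also: plate controls were DMSO wells with enzyme plus substrate for no effect and substrate without enzyme for full effect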
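Assay system: LMPTP-A enzyme. Input: 0.625 nM LMPTP-A final. Probe or stimulus: 400 µM OMFP. Compound dosing: single 20 µM dose. Schedule: 50 min dark incubation at room temperature. Detection: fluorescence intensity of OMFP turnover product. Read-out: percent inhibition versus substrate-only and uninhibited controls. Benchmarks: no-enzyme low control, uninhibited high control.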
SUMO1 PPI mod – SUMO1-SIM interaction modulation. AID 602429. P63165. 0.33% of 360,000 active. inhibition, % at 20 µM. SUMO1 binding to a labelled peptide, TR-FRET, 1 h; in the data active = inhibition above about 37%
Target sequence (P63165 whole entry, looked up): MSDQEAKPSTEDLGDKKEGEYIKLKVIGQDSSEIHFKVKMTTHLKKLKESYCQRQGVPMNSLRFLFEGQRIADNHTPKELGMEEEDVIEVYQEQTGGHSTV
Neddylation inh – cullin neddylation inhibition; P61081+Q13564; TR-FRET cullin neddylation, biochemical; calls only at 25 µM; 0.58% of 360,000 active; AID 651699; in the data active = inhibition above about 36%
Target sequence (P61081 whole entry, looked up): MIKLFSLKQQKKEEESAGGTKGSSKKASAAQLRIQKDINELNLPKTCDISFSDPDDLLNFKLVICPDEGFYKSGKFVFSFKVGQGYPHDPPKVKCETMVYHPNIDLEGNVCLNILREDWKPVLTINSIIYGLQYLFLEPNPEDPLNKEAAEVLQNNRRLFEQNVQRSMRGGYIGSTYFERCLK
Target sequence (Q13564 whole entry, looked up): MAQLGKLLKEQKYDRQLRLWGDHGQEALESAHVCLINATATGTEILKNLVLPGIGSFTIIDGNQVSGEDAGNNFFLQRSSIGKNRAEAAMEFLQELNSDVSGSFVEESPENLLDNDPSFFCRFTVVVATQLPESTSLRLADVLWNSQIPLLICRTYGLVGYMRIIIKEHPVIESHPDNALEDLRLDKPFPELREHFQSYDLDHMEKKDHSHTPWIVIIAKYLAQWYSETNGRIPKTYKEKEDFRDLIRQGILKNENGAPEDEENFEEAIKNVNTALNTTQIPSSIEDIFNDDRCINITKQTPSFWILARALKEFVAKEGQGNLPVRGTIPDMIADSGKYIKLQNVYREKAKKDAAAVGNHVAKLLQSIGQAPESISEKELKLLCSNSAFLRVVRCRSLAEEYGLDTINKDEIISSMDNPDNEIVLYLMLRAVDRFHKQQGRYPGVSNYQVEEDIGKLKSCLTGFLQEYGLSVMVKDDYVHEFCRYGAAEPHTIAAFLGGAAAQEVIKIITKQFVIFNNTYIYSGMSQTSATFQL
The depositor's hits bear a star; i = inactive; / = not tested or not shown; + = active, no number.

The line under a structure holds: STEP block, Scp1 inh, Rpn11 block, Rin1-Abl PPI inh, DNMT1 block, CSN inh, NadD block, LMPTP inh, SUMO1 PPI mod, Neddylation inh
CCOC(=O)c1c(C)[nH]c(C2=NNC(=NC3CC3)SC2)c1C
    1, -3, i, 1, -19, 1, 4, -0.2, 1, i
Cc1cccnc1NC(=O)c1ccco1
    -3, -4, i, 3, 5, -6, -1, -2.0, 2, i
CCc1nc(C#N)c(N2CCOCC2)o1
    0, -6, i, -3, 0, 5, 1, -1.3, 0, i
CN1CCN(CC#CC(C)(O)C2CC3C=CC2C3)CC1 (centres undefined)
    0, -3, i, -1, 7, -6, -7, -8.4, -2, i
CCOC(=O)c1cccc(NC(=O)CSc2nnc(CNc3ccc(C)cc3)n2CC)c1
    -4, 5, i, 4, 5, -1, -3, 0.9, 2, i
CCOC(=O)c1nn(-c2ccccc2C)c2nc(Nc3ccccc3)cc(=O)n12
    6, -5, i, 0, -4, 2, -7, 0.6, 0, i
Cc1cccc(NC(=O)CCC(=O)N/N=C/c2cccnc2)c1
    -1, -5, i, 3, 3, -1, -1, -0.3, -6, i
O=C(CCCN1C(=O)c2ccccc2C1=O)NCCC1=CCCCC1
    -8, -6, i, 5, 2, -3, -3, 0.3, -1, i
O=C(Nc1ccccc1[N+](=O)[O-])c1cccnc1Cl
    0, 42, i, 0, 1, 0, -5, -1.3, -18, i
Cc1[nH]c2c(Cl)cccc2c1CCNC(=O)C1CCCCC1C(=O)OCC(F)(F)F (centres undefined)
    -1, -6, i, -2, -1, 0, -6, 2.3, -1, i
COCc1nc2ccccc2n1CCOc1ccccc1OC
    -1, -2, i, 3, 0, 0, -5, -1.2, -1, i
COc1ccc(NC(=O)N2CCc3ccccc32)cc1
    3, -5, i, -3, 1, 2, 1, 0.1, 0, i
COC(=O)c1nn(-c2ccc(OC)cc2)ccc1=O
    2, -1, i, -2, 6, 3, -3, -1.8, -2, i
COc1cc(C(=O)NCCC(=O)NCCCN2CCCCC2)cc(OC)c1OC
    1, -8, i, 1, 3, 0, -7, -2.2, -6, i
CCCc1nn(C(=O)c2ccccc2)c2c1C(=O)CC(C)(C)C2
    -1, -7, i, 5, 5, 1, 4, 1.1, 0, i

14 compounds already listed, sorted by molar mass, ascending:
The line under a structure holds: STEP block, Scp1 inh, Rpn11 block, Rin1-Abl PPI inh, DNMT1 block, CSN inh, NadD block, LMPTP inh, SUMO1 PPI mod, Neddylation inh
Cc1cccnc1NC(=O)c1ccco1
    -3, -4, i, 3, 5, -6, -1, -2.0, 2, i
CCc1nc(C#N)c(N2CCOCC2)o1
    0, -6, i, -3, 0, 5, 1, -1.3, 0, i
COC(=O)c1nn(-c2ccc(OC)cc2)ccc1=O
    2, -1, i, -2, 6, 3, -3, -1.8, -2, i
COc1ccc(NC(=O)N2CCc3ccccc32)cc1
    3, -5, i, -3, 1, 2, 1, 0.1, 0, i
CN1CCN(CC#CC(C)(O)C2CC3C=CC2C3)CC1 (centres undefined)
    0, -3, i, -1, 7, -6, -7, -8.4, -2, i
O=C(Nc1ccccc1[N+](=O)[O-])c1cccnc1Cl
    0, 42, i, 0, 1, 0, -5, -1.3, -18, i
Cc1cccc(NC(=O)CCC(=O)N/N=C/c2cccnc2)c1
    -1, -5, i, 3, 3, -1, -1, -0.3, -6, i
COCc1nc2ccccc2n1CCOc1ccccc1OC
    -1, -2, i, 3, 0, 0, -5, -1.2, -1, i
CCOC(=O)c1c(C)[nH]c(C2=NNC(=NC3CC3)SC2)c1C
    1, -3, i, 1, -19, 1, 4, -0.2, 1, i
O=C(CCCN1C(=O)c2ccccc2C1=O)NCCC1=CCCCC1
    -8, -6, i, 5, 2, -3, -3, 0.3, -1, i
CCOC(=O)c1nn(-c2ccccc2C)c2nc(Nc3ccccc3)cc(=O)n12
    6, -5, i, 0, -4, 2, -7, 0.6, 0, i
COc1cc(C(=O)NCCC(=O)NCCCN2CCCCC2)cc(OC)c1OC
    1, -8, i, 1, 3, 0, -7, -2.2, -6, i
Cc1[nH]c2c(Cl)cccc2c1CCNC(=O)C1CCCCC1C(=O)OCC(F)(F)F (centres undefined)
    -1, -6, i, -2, -1, 0, -6, 2.3, -1, i
CCOC(=O)c1cccc(NC(=O)CSc2nnc(CNc3ccc(C)cc3)n2CC)c1
    -4, 5, i, 4, 5, -1, -3, 0.9, 2, i

Later entries
The line under a structure holds: STEP block, Scp1 inh, Rpn11 block, Rin1-Abl PPI inh, DNMT1 block, CSN inh, NadD block, LMPTP inh, SUMO1 PPI mod, Neddylation inh
CN(c1ccccc1C(=O)O)S(=O)(=O)c1ccc2c3c(cccc13)C(=O)N2
    4, 43, i, -4, 27, 17, -2, -3.7, 17, i
Cc1ccc(N(CC(=O)NC2CCCC2)C(=O)CCC(=O)Nc2nccs2)c(C)c1
    -1, -2, i, -4, 1, -8, 1, -0.4, -2, i
O=C(NCCCN1CCC(Cc2ccccc2)CC1)C1CCN(S(=O)(=O)N2CCOCC2)CC1
    -2, -18, i, 2, 1, -6, -6, -0.5, -1, i
CSc1ccccc1CNC(=O)C1(C)CCCN1CC(C)C (centres undefined)
    0, /, i, -2, 2, 1, 7, -1.8, 1, i
CCOc1ccccc1NC1=CC(=O)CC(c2ccccc2)C1 (centres undefined)
    0, -9, i, -2, 7, 0, 5, -0.4, -1, i
O=C(OCc1cccc(C(F)(F)F)c1)c1cc(S(=O)(=O)N2CCOCC2)ccc1F
    0, -3, i, -3, 4, -4, 2, 4.0, -4, i
O=c1c2cnn(-c3ccccc3)c2ncn1Cc1ccccn1
    1, 3, i, 1, -8, 3, 4, 0.6, 6, i
C=CCNC(=O)C(=O)Nc1cc2c3c(c1)CCC(=O)N3CCC2
    -1, -16, i, 3, 1, 1, -5, -1.0, -5, i
Cc1cccc(C(=O)NC2CC3CCCC(C2)N3S(=O)(=O)c2ccccc2)c1 (centres undefined)
    -4, -7, i, -4, 4, -6, -4, -0.5, 4, i
COc1ccc(S(=O)(=O)N/N=C/c2ccc(OCCN3CCOCC3)c(OC)c2)cc1
    4, -5, i, -1, 6, 2, -1, -1.1, 4, i
CCOC(=O)Cc1csc(NC(=O)C2CCCCC2C(=O)O)n1 (centres undefined)
    -4, -7, i, -6, 1, -2, 3, -2.3, 3, i
CCCCNC(=O)Cn1cnc2sc(C)c(S(=O)(=O)N3CCN(c4ccccc4OC)CC3)c2c1=O
    -1, 9, i, 4, 0, -2, -3, 0.4, 2, i
CC(C)Nc1nnc(SCC(=O)Nc2sccc2C#N)s1
    4, 2, i, -1, 5, -3, -3, 3.2, 16, i
Nc1c(-c2cccs2)nc2ccccn12
    0, /, i, 0, 0, 3, -2, -1.4, -11, /
COc1ccc(S(=O)(=O)N2CCN(C(=O)c3ccc(C)o3)CC2)cc1
    0, 12, i, 2, 3, 2, -4, 0.1, 4, i
CN1C(=O)CSc2ccc(NC(=O)NCc3ccccc3)cc21
    0, 3, i, 1, -10, -2, 1, -2.5, 2, i
Cc1ccc(C)c(NC(=O)c2ccc3c(c2)CCN3S(C)(=O)=O)c1
    8, /, i, -5, 3, 0, 1, -1.5, 5, i
C=CCn1c(SCC(=O)Nc2ccc(C(=O)O)cc2)nc2scc(-c3ccccc3)c2c1=O
    -1, -5, i, 1, 0, 1, 5, 4.6, 36, i
CCC(C)(C)c1nnc(NC(=O)C2CCN(C(=O)c3ccco3)CC2)s1
    13, -1, i, -1, -2, 2, 10, 8.0, 0, i
COc1ccc(C(=O)N/C(=C\c2ccc(Cl)cc2)C(=O)NCC2CCCO2)cc1 (centres undefined)
    -2, -7, i, 1, 5, 9, 1, 0.5, -2, i
Cc1ccc(-c2csc(NC(=O)c3cc([N+](=O)[O-])ccc3N3CCOCC3)n2)cc1
    3, -6, i, -2, -1, -5, 7, 1.4, -12, i
CN(C)c1ccc(-c2nn3c(C4CCCCC4)nnc3s2)cc1
    5, -6, i, -4, -1, 10, 2, 2.7, -6, /
O=C(Nc1ccccc1C(=O)O)c1cc(S(=O)(=O)N2CCCCC2)cs1
    4, 3, i, -3, 0, -2, 3, -0.3, 27, i
CCOc1ccc(C(=O)NCCC(=O)NCCCC(=O)O)cc1
    -3, 3, i, 6, 7, -1, 1, -1.8, 1, i
COc1cccc(-c2nc(NCCN3CCOCC3)c3ccccc3n2)c1O
    7, 20, i, 1, 4, -2, 3, 4.0, 6, i
Cc1cc(C)c(CC(=O)c2ccccc2)c(C)c1
    2, -15, i, 1, 18, 0, -1, -0.4, 2, i
CC(C)CN(C(=O)CCNC(=O)c1ccc(Cl)cc1)C1CCS(=O)(=O)C1 (centres undefined)
    -3, -10, i, 2, 0, -2, -4, -0.4, 5, i
COc1cc(C(=O)NCCC(=O)NC(C)CCc2ccccc2)cc(OC)c1OC (centres undefined)
    -2, -7, i, 1, -1, -1, -1, 0.6, 3, i
COc1oc(-c2ccc(Cl)cc2)nc1C(F)(F)F
    1, -13, i, 0, 3, 1, -2, -2.2, -5, i
CC(C)(C)OC(=O)N1Cc2ccccc2C[C@H]1C(=O)NC1CCCC1
    0, -6, i, 3, 1, 2, -1, 1.7, 0, i
Cc1ccc(C(=O)c2cc([N+](=O)[O-])ccc2N2CCOCC2)cc1C
    0, -9, i, -3, 2, 0, -6, 0.4, -15, i
Cc1ccccc1NC(=O)Cc1nc(COC(=O)CCNS(=O)(=O)c2ccccc2)cs1
    4, -5, i, 5, -5, -2, -1, 0.0, -1, i
Cc1cccc(NC(=O)CN2C(=O)C(C)Oc3ccccc32)n1 (centres undefined)
    2, -3, i, -2, -3, -6, 3, 1.1, 0, i
CCC(CC)c1nnc(NC(=O)c2cc(-c3ccccc3)nc3ccccc23)s1
    0, -9, i, -2, 0, -3, -1, -0.4, 3, i
S=c1[nH]nc(CCSCc2ccccc2)n1-c1ccccc1
    5, -6, i, -4, -1, -3, -5, -0.1, 2, i
Cc1cc(C)c2nc(N3CCN(C)CC3)c(C#N)cc2c1
    -2, 5, i, -3, 2, 3, -2, 0.0, -14, +
O=C(O)c1ccc(Cl)c(NC(=O)C2CCN(S(=O)(=O)c3cccs3)CC2)c1
    -1, /, i, -4, 5, 1, -2, 5.1, -34, i
CCOC(=O)Cc1nnc(NC(=O)CSc2ncc(-c3ccccc3)nn2)s1
    -4, -5, i, -1, 5, -5, -4, 0.0, -9, i

From PubChem
